Assay outcomes as filed in PubChem.
CHRM5 agonist – CHRM5 agonism in calcium assay; activation, % at 3 µM; CHO-K1 hM5 cells, Fluo-8 calcium fluorescence; 0% DMSO wells, 100% maximal acetylcholine response; actives 0.19% (n = 360,000);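 active = activation above the run's mean over test compounds plus 3 SD, cut at about 23% in these data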;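 note: signal is peak over basal fluorescence ratio across the kinetic read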
Target sequence (P08912 whole entry, looked up): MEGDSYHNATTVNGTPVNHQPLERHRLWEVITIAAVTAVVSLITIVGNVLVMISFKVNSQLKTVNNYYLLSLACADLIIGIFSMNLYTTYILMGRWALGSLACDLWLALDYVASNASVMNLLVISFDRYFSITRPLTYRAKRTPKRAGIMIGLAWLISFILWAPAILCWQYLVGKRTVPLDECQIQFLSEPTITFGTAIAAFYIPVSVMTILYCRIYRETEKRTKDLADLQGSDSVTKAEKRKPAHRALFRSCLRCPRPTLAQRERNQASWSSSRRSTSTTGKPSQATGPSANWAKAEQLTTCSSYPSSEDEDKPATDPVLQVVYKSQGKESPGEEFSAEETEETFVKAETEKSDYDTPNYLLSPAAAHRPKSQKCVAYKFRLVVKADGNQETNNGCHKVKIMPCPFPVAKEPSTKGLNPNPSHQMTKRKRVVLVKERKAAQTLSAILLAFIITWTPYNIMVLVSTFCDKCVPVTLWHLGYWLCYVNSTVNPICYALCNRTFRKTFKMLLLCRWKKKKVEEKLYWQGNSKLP
CHRM5 PAM – potentiates acetylcholine response at human M5 receptor; actives 0.3% (n = 360,000); CHO-K1 hM5, Fluo-8 calcium, ACh EC20 PAM; 0% = ACh EC20, 100% = ACh EC100; activation, % at 3 µM; AID 624038; P08912;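 active = activation above the run cutoff, the mean activation of all test compounds plus 3 SD, cut at about 18% in these data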
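Assay system: CHO-K1 hM5 cells / Incubation: Fluo-8 loading 80 min at 37 °C plus 30 min room temperature / Technique: Fluo-8 calcium dye fluorescence, kinetic read / Repeats: single replicate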
CHO-K1 Ca PAM – counter-screen for M1 PAMs: effect in parental CHO-K1 cells; ATP EC20, Fluo-8 calcium fluorescence; 0% at ATP EC20, 100% at ATP max; activation, % at 3 µM; actives 0.02% (n = 360,000);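 active = activation above the run cutoff, the mean activation of all test compounds plus 3 SD, cut at about 40% in these data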;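 note: peak over basal fluorescence ratio in a 140 s read after ATP addition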
M4 PAM – positive allosteric modulators of human muscarinic M4 receptor | P08173 | CHO-K1 hM4/Gqi5, Fluo-8 calcium fluorescence, ACh EC20; 0% = ACh EC20, 100% = maximal ACh | activation, % at 3 µM | actives 0.4% (n = 360,000);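 active = activation above its plate's cutoff, the mean activation of sample wells plus 3 SD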; note: some results filed as inactive read as strong as hits
TAAR1 antag – human TAAR1 antagonism. Q96RJ0. CHO RD-HGA16 TAAR1, Fluo-8 calcium fluorescence, antagonist. inhibition, % at 3 µM. actives 1.5% (n = 360,000). AID 624466;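 active = inhibition above a per-plate cutoff, the mean inhibition of test compounds on that plate plus 3 SD, cut at about 49% in these data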;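 note: 0% = DMSO plus EC80 beta-PEA response and 100% = DMSO alone without agonist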
Target sequence (Q96RJ0 whole entry, looked up): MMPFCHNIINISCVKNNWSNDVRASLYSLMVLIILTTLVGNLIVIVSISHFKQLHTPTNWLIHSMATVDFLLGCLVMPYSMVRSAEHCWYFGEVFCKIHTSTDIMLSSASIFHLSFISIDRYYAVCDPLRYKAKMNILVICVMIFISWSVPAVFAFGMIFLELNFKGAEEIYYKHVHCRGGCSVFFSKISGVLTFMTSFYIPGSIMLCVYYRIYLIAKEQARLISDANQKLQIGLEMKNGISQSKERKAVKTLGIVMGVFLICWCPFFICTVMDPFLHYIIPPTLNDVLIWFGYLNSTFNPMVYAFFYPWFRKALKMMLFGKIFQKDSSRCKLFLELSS
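Assay system: RD-HGA16 CHO cells with stable hTAAR1 and Gα16 / Reagent: EC80 β-phenethylamine stimulus / Doses: 3 µM, single point / Timing: dye loading 75 min at 37 °C, then 30 min room temperature / Measured by: Fluo-8 intracellular calcium dye fluorescence, real-time kinetic reads / Controls: vehicle wells and EC80 agonist wells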
CRFBP-R2 agonist – agonists of human CRF-binding protein/CRF-R2 receptor complex | HEK293 CRF-R2/CRF-BP, calcium dye fluorescence (FLIPR); percent of saturating CRF peptide response | activation, % at 13.2 µM | actives 0.46% (n = 350,000) | AID 588473;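 active = activation of at least 50%, plus an integration ratio under a set limit after plate pattern correction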;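 note: plate controls were neutral control wells without compound for no effect and CRF at EC100 for full effect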
CHRM5 antagonist – antagonists of human muscarinic M5 receptor (CHRM5); inhibition, % at 3 µM; P08912; AID 624040; CHO-hM5 cells, Fluo-8 calcium fluorescence, ACh EC80; actives 0.59% (n = 360,000);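 active = inhibition above a per-plate cutoff, the mean of that plate's test compounds plus 3 SD, cut at about 27% in these data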;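 note: 0% = acetylcholine EC80 with DMSO and 100% = DMSO without agonist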
CRFBP-R2 block – blocks CRF-induced signaling of the CRF-BP/CRF-R2 complex; HEK293 CRF-R2/CRF-BP, CRF-induced calcium fluorescence; actives 0.59% (n = 350,000); inhibition, % at 11.8 µM; AID 588475;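 active = inhibition of the ligand-induced calcium signal above about 50% at the single tested concentration, limit read from the data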
TAAR1 agonist – agonists of human TAAR1; actives 0.99% (n = 360,000); AID 624467; Q96RJ0; CHO RD-HGA16 TAAR1, Fluo-8 calcium fluorescence; vehicle wells 0%, saturating PEA agonist 100%; activation, % at 3 µM;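 active = activation above the mean activation of all test compounds in the run plus 3 SD, cut at about 38% in these data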
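Assay system: CHO-derived RD-HGA16 cells with stable Gα16 and human TAAR1; timing: 17-24 h seeding, 75 min 37 °C dye, 30 min RT; read-out: % activation from peak over basal fluorescence ratio, DMSO-to-PEA scaled; measured by: kinetic Fluo-8 calcium fluorescence; benchmarks: low control DMSO, high control PEA (EC100); doses: 3 µM single concentration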
Active calls of the source: *; . = not tested or not shown.

SMILES	CHRM5 agonist	CHRM5 PAM	CHO-K1 Ca PAM	M4 PAM	TAAR1 antag	CRFBP-R2 agonist	CHRM5 antagonist	CRFBP-R2 block	TAAR1 agonist
O=S(=O)(c1cc(Cl)ccc1Br)N1CCCCC1	-9	7	27	5	11	-1.1	-6	-7	23
O=C(Nc1ccc(F)cc1)C1CCCN(S(=O)(=O)c2ccc3[nH]c(=O)ccc3c2)C1 (stereo not drawn)	1	0	18	-1	-21	0.0	1	-8	1
CC(C)c1ccc(-c2nnn(CC(=O)N3CCCCC3)n2)cc1	2	-1	20	6	0	2.5	-5	2	2
O=C1OCCN1C(=O)[C@H]1[C@H](c2ccc([N+](=O)[O-])cc2)C(c2ccc(F)cc2)=NN1c1ccccc1	-1	1	9	-1	24	4.0	-2	-7	0
COCCn1c(C)cc(/C=C2/SC(=O)N(CC(=O)N3CCCC3)C2=O)c1C	-1	-4	1	4	-2	-0.7	15	2	2
CCOC(=O)c1ccc(S(=O)(=O)N2CCN(CCC#N)CC2)cc1	0	-1	23	1	-13	1.7	-5	18	0
CCSC1=NCCN1C(=O)c1ccc(S(=O)(=O)N(CC)CC)cc1	-1	0	-10	3	-18	0.2	-1	3	6
COc1cc(NS(=O)(=O)c2ccc3[nH]c(=O)oc3c2)cc(OC)c1	0	0	-2	2	-7	0.4	7	-17	5
Cc1ccc(S(=O)(=O)N2CCN(C(=O)C3CSC4(C)CCC(=O)N34)CC2)cc1C (stereo not drawn)	-3	4	19	5	-26	1.2	6	-1	-1
CCOC(=O)c1sc(=NC(=O)c2ccc(Cl)s2)n(C)c1C	0	5	10	5	-16	-1.4	5	114*	-1
Cc1cc(C)c(C)c(S(=O)(=O)Nc2ccccc2C(=O)NCCCN2CCOCC2)c1C	0	4	19	-7	-18	-2.0	2	7	2
CCC1CCCCN1C(=O)Cn1c(C(=O)OC)cc2ccsc21 (stereo not drawn)	0	0	-6	3	4	-0.8	1	-2	4
Cn1nc(C(=O)NCCc2ccc(Cl)cc2)c2c1-c1ccccc1S(=O)(=O)C2	-3	-6	-3	-7	19	-0.1	7	2	7
O=S(=O)(NC1CCCCC1N1CCCCC1)c1ccccc1 (stereo not drawn)	-3	1	4	2	-4	1.6	9	-2	4
CCCCCCc1ccc(N2C[C@H](Cc3ccccc3)[C@@H](CC(=O)Nc3ccccc3)C2=O)cc1	2	-4	-15	3	-15	2.9	7	-4	2
CN(CC(=O)Nc1cccc(F)c1)CC(=O)Nc1ccccc1-c1ccccc1	-1	-1	13	6	-6	-2.8	12	2	1
NS(=O)(=O)c1ccc(NC(NC(=O)c2cccnc2)C(Cl)(Cl)Cl)cc1 (stereo not drawn)	0	3	18	3	-3	-2.1	8	-2	9
Cc1cc(C)c2c(CN3CCCCC3C)cc(=O)oc2c1 (stereo not drawn)	-2	-3	19	-8	4	0.9	1	-20	6
O=C(NC1=NCCS1)[C@H](Cc1ccccc1)N1C(=O)c2ccccc2C1=O	0	4	4	5	-5	0.0	-8	-11	10
COc1ccc(NC(=O)CN(C)C(=O)Cc2ccc3c(c2)OCCO3)cc1	-1	5	10	5	-19	-1.4	2	6	2
COc1ccc(C)cc1NC(=O)c1ccc2c(O)c(S(=O)(=O)c3ccccc3)c(=O)[nH]c2c1	-1	12	-18	4	-5	3.2	-13	-4	1
Cc1cc2ccccn2c1C(=O)c1nc(N2CCOCC2)ncc1Cl	-6	10	20	-13	5	-1.8	0	8	21
COc1cc(S(=O)(=O)NC2CCCC2)ccc1F	-8	3	1	11	4	0.3	8	10	8
O=C(CCNC(=O)c1ccc([N+](=O)[O-])cc1)Oc1ccc(F)c(F)c1	-7	-12	5	-5	0	-0.3	11	15	6
CCSc1nnc(Cc2cc(=O)[nH]c(=O)[nH]2)n1-c1cc(C)ccc1C	2	5	20	11	0	0.4	-2	11	5
COc1ccc(CNC(=O)c2ccc(N3CCC4(CC3)CC(c3ccc(Cl)cc3)=NO4)c(NC(=O)Cc3ccc(F)cc3)c2)cc1	3	2	-20	6	-15	0.8	2	-7	4
N#CC(c1ccccc1)N(CCCCl)C(=O)c1ccccc1 (stereo not drawn)	-5	-7	1	0	-12	3.0	13	-10	9
COc1ccc(OC)c2sc(Cl)nc12	-2	5	17	1	-19	-2.7	7	6	-1
Cc1ccccc1NC(=O)C(=O)NCCc1c[nH]c2ccccc12	9	-7	16	-3	4	6.1	-1	-31	35
O=C(NCC(=O)N1CC(O)CC1C(=O)N1CC(O)CC1C(=O)OCc1ccccc1)OCc1ccccc1 (stereo not drawn)	1	0	7	2	17	-4.7	2	10	-1
O=C(N/N=C/C=C\c1ccccc1[N+](=O)[O-])c1ccccn1	-1	3	27	1	0	0.3	4	-2	3
C[C@@H]1CN([C@@H](C)CO)C(=O)CCCn2nncc2CO[C@@H]1CN(C)C(=O)c1cc(-c2ccccc2)on1	-1	7	-5	2	-16	0.2	-13	-7	2
COc1ccc(/C=N/NC(=O)c2ccc(Br)cc2)cc1Cn1cc(Cl)cn1	-6	-8	17	-1	12	1.8	6	-17	-2
CCc1ccc(S(=O)(=O)Nc2ccc(-c3nc4cccnc4s3)cc2)s1	-1	-8	16	-3	20	-1.6	-1	-23	0
Cc1cc(C)cc(NC(=O)CSc2nnc(-c3cc(C)[nH]n3)n2N)c1	-1	1	11	1	-12	-1.4	10	-4	4
C=C(C)C1CC=C(C)/C(=N/NC(=O)c2ccoc2C)C1 (stereo not drawn)	-2	1	21	1	-12	-3.0	1	9	6
CCOc1ccc(NC(=S)Nc2ccc(OC)cc2)cc1	-4	-1	11	5	-14	0.3	-1	4	0
Cc1ccc2nc(/C=C/c3cccc(F)c3)ccc2c1	-1	-2	20	-2	-35	-0.6	-15	19	12
O=C1OCCC1Sc1nnc(-c2cccnc2)n1-c1ccccc1F (stereo not drawn)	1	-1	6	2	9	-0.4	1	-10	1
Cc1ccc(S(=O)(=O)N2CCN(c3ncccn3)CC2)c(C)c1	-1	-1	3	-4	1	-0.2	6	2	1

Overlap with the part before: 4 entries, followed by the next part.
SMILES	CHRM5 agonist	CHRM5 PAM	CHO-K1 Ca PAM	M4 PAM	TAAR1 antag	CRFBP-R2 agonist	CHRM5 antagonist	CRFBP-R2 block	TAAR1 agonist
CCOc1ccc(NC(=S)Nc2ccc(OC)cc2)cc1	-4	-1	11	5	-14	0.3	-1	4	0
Cc1ccc2nc(/C=C/c3cccc(F)c3)ccc2c1	-1	-2	20	-2	-35	-0.6	-15	19	12
O=C1OCCC1Sc1nnc(-c2cccnc2)n1-c1ccccc1F (stereo not drawn)	1	-1	6	2	9	-0.4	1	-10	1
Cc1ccc(S(=O)(=O)N2CCN(c3ncccn3)CC2)c(C)c1	-1	-1	3	-4	1	-0.2	6	2	1
CCC(C)(C(=O)NC1CCCCC1)N(CC1CCCO1)C(=O)Cc1cccs1 (stereo not drawn)	-1	10	4	0	-22	0.7	-3	0	1
COc1ccc2[nH]c(C(O)(Cc3cccnc3)Cc3cccnc3)cc2c1	1	-10	-8	-4	-5	0.6	5	2	0
CCN(CC)CCNC(=O)C1(O)c2cc(Br)ccc2NC(=O)N1c1ccc(Cl)cc1 (stereo not drawn)	0	-5	0	-11	-7	0.4	4	-7	-1
CC(C)=C1C2CCC1C1C(=O)N(c3nccs3)C(=O)C21 (stereo not drawn)	-1	-2	0	-4	-25	1.8	-4	4	2
Cc1ccc(CN2CC(N3CCN(CC4CC4)CC3)CS2(=O)=O)cc1 (stereo not drawn)	1	-1	-3	2	-16	.	-3	.	-1
CC(C)c1ccc(/C=C(\c2nc3ccccc3[nH]2)S(=O)(=O)c2ccccc2)cc1	-4	5	20	-7	-25	0.8	11	-89	5
CCN(CCCNC(=O)C1CCN(S(=O)(=O)c2cnc[nH]2)CC1)c1cccc(C)c1	4	42*	23	4	-15	2.1	0	-23	6
COc1cc(Cn2c3ccc(NC(=O)NCc4ccc(F)cc4)cc3c(=O)n2C)ccc1F	-1	1	6	-2	9	.	-3	.	0
O=S(=O)(c1ccc(F)cc1)c1nc(-c2ccco2)oc1NCCCn1ccnc1	0	-1	11	4	12	-1.1	-3	-18	2
O=C(NC(Cc1ccccc1)C(=O)O)/C(=C/c1ccccc1)NC(=O)c1ccc(Br)o1 (stereo not drawn)	-1	-4	7	-1	17	-0.7	10	15	-1
CC1CCCN(C(=O)COC(=O)C2CCN(S(=O)(=O)c3ccc4c(c3)OCCO4)CC2)C1 (stereo not drawn)	2	-1	-29	5	3	-0.6	-1	1	1
COC(=O)c1cccc(C(=O)Nc2ccc(F)cc2)n1	0	-1	-11	16	2	-1.1	-6	-9	-2
COCc1nc2ccccc2n1CCCOc1ccccc1	-5	0	23	2	-2	0.6	-1	-8	9
CC(=O)c1c(C(C)=O)c(C)n(-c2nc(-c3cccs3)c(C)s2)c1C	-3	-1	20	1	-2	1.8	5	-5	6
COc1ccc2c(c1)[nH]c1c(=O)n(Cc3ccncc3)cnc12	1	6	20	-7	-15	-2.7	-2	-8	0
O=C1N=c2ccccc2=C1c1sc(=S)n(NC(=O)c2ccccc2)c1O	4	0	-6	-4	9	-2.2	0	5	3
O=c1oc2ccc(Br)cc2cc1S(=O)(=O)c1ccc(F)cc1	0	-1	22	0	.	-2.0	-4	-7	.
CCc1ccc(NC(=O)CCn2c(=O)c3cccn3c3ccccc32)cc1	-7	-4	4	-16	23	1.0	9	-21	-3
C=CCNC(=O)c1ccc(-c2cccc([N+](=O)[O-])c2)o1	-2	-4	17	7	4	1.5	-6	-5	0
CC(C)(C)NC(=O)C1C(c2ccc(C(F)(F)F)cc2)=Nc2ccccc2N1C(=O)c1cccc(C(F)(F)F)c1 (stereo not drawn)	-1	1	.	-1	-10	.	-7	.	-1
S=C1NCN(Cc2cccnc2)CN1	8	3	17	-1	-20	0.8	3	-11	1
Cc1cc(C)c(NC(=O)Cn2nnc(C(=O)NCc3cccs3)c2N)c(C)c1	0	-3	8	6	-13	-0.8	-3	-2	5
CN(CCOc1ccc(-c2ccn(S(=O)(=O)c3cccc4ccccc34)n2)cc1)c1ccccn1	-5	-5	13	-3	-18	-0.1	-4	2	15
Cc1ccccc1OCC(O)CNC1CCC(NCC(O)COc2ccccc2C)CC1 (stereo not drawn)	-6	-5	-12	-5	12	5.1	14	-15	4
NC(CCc1ccccc1)c1csc(Nc2ccccn2)n1 (stereo not drawn)	5	-6	-1	1	6	.	7	.	12
CCc1nccn1CCC(=O)NC1CCCc2c1cnn2-c1ccc(F)cc1F (stereo not drawn)	-6	2	5	0	-7	-0.3	-11	-2	-1
